M4 ag – agonists of human muscarinic M4 receptor (CHRM4); hit rate 0.14% among 360,000; P08173; activation, % at 3 µM; AID 624127; CHO-K1 hM4/Gqi5, Fluo-8 calcium fluorescence; vehicle 0%, full acetylcholine response 100%;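 active = activation above the run mean over all test wells plus 3 SD, cut at about 32% in these data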;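 also: peak over basal fluorescence ratio per well then scaled between controls; 0% = DMSO wells and 100% = acetylcholine at EC100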
Target sequence (P08173 whole entry, looked up): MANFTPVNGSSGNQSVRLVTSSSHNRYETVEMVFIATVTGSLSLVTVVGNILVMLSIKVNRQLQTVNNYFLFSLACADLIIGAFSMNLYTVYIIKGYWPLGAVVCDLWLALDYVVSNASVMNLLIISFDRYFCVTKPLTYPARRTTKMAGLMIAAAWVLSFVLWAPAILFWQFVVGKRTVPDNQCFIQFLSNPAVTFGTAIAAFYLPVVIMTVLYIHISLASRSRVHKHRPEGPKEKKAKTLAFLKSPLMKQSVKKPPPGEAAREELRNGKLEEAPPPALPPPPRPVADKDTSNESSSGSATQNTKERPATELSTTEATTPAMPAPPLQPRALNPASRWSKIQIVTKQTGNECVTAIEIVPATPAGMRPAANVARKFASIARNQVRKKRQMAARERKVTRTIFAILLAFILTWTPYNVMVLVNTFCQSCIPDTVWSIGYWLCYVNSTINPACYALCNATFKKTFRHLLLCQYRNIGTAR
CRFR2-BP antag – CRF-BP/CRF-R2 complex antagonism; HEK293 CRF-R2/CRF-BP, CRF-induced calcium fluorescence; inhibition, % at 11.8 µM; hit rate 0.59% among 350,000;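 active = inhibition of the ligand-induced calcium signal above about 50% at the single tested concentration, limit read from the data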
M1 PAM – potentiates human M1 receptor response to acetylcholine | P11229 | CHO-K1 hM1, Fluo-8 calcium fluorescence, ACh EC20; 0% = ACh EC20, 100% = maximal ACh | activation, % at 3 µM | hit rate 0.088% among 360,000 | AID 588819; in the data active = activation above about 19%, passing the limit was not always enough
M4 PAM – CHRM4 positive allosteric modulation. CHO-K1 hM4/Gqi5, Fluo-8 calcium fluorescence, ACh EC20; 0% = ACh EC20, 100% = maximal ACh. hit rate 0.4% among 360,000. activation, % at 3 µM;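 active = activation above its plate's cutoff, the mean activation of sample wells plus 3 SD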; also: some results filed as inactive read as strong as hits
CHRM4 antagonist – blocks acetylcholine activation of human M4 receptor; P08173; inhibition, % at 3 µM; CHO-hM4 cells, ACh EC80, Fluo-8 calcium fluorescence; hit rate 0.73% among 360,000;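 active = inhibition above its plate's cutoff, the mean inhibition of sample wells plus 3 SD, cut at about 27% in these data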;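 also: 0% = acetylcholine EC80 with DMSO and 100% = DMSO without agonist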
CHRM5 agonist – CHRM5 agonism in calcium assay; hit rate 0.19% among 360,000; activation, % at 3 µM; CHO-K1 hM5 cells, Fluo-8 calcium fluorescence; 0% DMSO wells, 100% maximal acetylcholine response;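 active = activation above the run's mean over test compounds plus 3 SD, cut at about 23% in these data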;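 also: signal is peak over basal fluorescence ratio across the kinetic read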
Target sequence (P08912 whole entry, looked up): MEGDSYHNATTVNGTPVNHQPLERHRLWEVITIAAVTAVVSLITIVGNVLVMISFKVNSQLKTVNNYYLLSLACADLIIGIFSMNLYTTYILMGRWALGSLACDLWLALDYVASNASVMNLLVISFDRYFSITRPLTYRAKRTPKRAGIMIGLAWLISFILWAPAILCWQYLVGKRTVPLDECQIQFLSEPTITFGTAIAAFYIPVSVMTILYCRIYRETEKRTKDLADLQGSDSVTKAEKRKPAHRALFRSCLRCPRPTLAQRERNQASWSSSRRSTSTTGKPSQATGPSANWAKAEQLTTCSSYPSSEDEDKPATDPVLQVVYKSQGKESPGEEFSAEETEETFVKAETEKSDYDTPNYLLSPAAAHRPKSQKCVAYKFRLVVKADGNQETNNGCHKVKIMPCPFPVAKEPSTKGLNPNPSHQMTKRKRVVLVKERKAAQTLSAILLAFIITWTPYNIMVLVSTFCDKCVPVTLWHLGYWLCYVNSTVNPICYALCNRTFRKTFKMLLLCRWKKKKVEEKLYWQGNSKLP
CHRM5 antagonist – antagonists of human muscarinic M5 receptor (CHRM5) | hit rate 0.59% among 360,000 | CHO-hM5 cells, Fluo-8 calcium fluorescence, ACh EC80 | inhibition, % at 3 µM;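 active = inhibition above a per-plate cutoff, the mean of that plate's test compounds plus 3 SD, cut at about 27% in these data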;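 also: 0% = acetylcholine EC80 with DMSO and 100% = DMSO without agonist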
CRFR2-BP ag – agonists of human CRF-binding protein/CRF-R2 receptor complex. activation, % at 13.2 µM. HEK293 CRF-R2/CRF-BP, calcium dye fluorescence (FLIPR); percent of saturating CRF peptide response. hit rate 0.46% among 350,000;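 active = activation of at least 50%, plus an integration ratio under a set limit after plate pattern correction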;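 also: plate controls were neutral control wells without compound for no effect and CRF at EC100 for full effect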
CHRM5 PAM – positive allosteric modulators of human muscarinic M5 receptor; P08912; CHO-K1 hM5, Fluo-8 calcium, ACh EC20 PAM; 0% = ACh EC20, 100% = ACh EC100; activation, % at 3 µM; hit rate 0.3% among 360,000; AID 624038;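 active = activation above the run cutoff, the mean activation of all test compounds plus 3 SD, cut at about 18% in these data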
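system = human M5 receptor in CHO-K1 cells | compound = one concentration, 3 µM final (nominal) | schedule = Post-acetylcholine fluorescence recording 140 s | signal = Fluo-8 calcium dye fluorescence, kinetic read | benchmarks = low control EC20 acetylcholine (0%), high control EC100 acetylcholine (100%) | repeats = singlicate, one well per test compound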
* hit, by the source's call; nt = not tested or not shown. Compounds were not picked by outcome (roughly 2.6% active in at least one column).

nr	M4 ag	CRFR2-BP antag	M1 PAM	M4 PAM	CHRM4 antagonist	CHRM5 agonist	CHRM5 antagonist	CRFR2-BP ag	CHRM5 PAM	canonical_smiles
1	1	22	-2	1	3	1	-3	-1.1	-4	O=C(NC1CCCCCC1)C1CCCN(S(=O)(=O)c2cnc[nH]2)C1 (configuration not stated)
2	2	-1	5	6	-9	-2	1	-6.3	1	CN(C)c1ccc(NC(=O)COC(=O)c2cc(Cl)ccc2[N+](=O)[O-])cc1
3	1	6	1	-4	1	-7	14	-1.1	-2	CSc1ccccc1OCc1cc(C(=O)N2CCN3CCCC3C2)no1 (configuration not stated)
4	2	11	10	-1	11	-10	19	-4.4	-7	O=[N+]([O-])c1cc(S(=O)(=O)Oc2ccccc2)ccc1Cl
5	-1	-5	10	2	3	3	0	-2.4	17	CCC(NS(=O)(=O)c1cn(C)nc1C)c1ccccc1 (configuration not stated)
6	1	-2	17	0	-4	5	-7	0.6	8	CC(=O)N1CCN(C(=O)c2cccc(NS(=O)(=O)c3ccc(Br)cc3)c2)CC1
7	5	-1	1	-6	-3	-1	-10	-1.9	-4	Cc1n[nH]c(C)c1S(=O)(=O)N1CCCC(C(=O)NC2CCCc3ccccc32)C1 (configuration not stated)
8	0	3	4	1	-5	0	1	1.7	2	Cc1cnc(C(=O)OCC(=O)c2cccc3ccccc23)cn1
9	-2	-5	0	1	1	4	-4	0.2	-3	COc1nc(OC)nc(N2CCC(C(=O)Nc3cccc4ccccc34)CC2)n1
10	1	8	14	-2	3	-1	-7	-1.9	0	CCc1ccccc1NC(=S)N=Nc1c(O)n(C)c2ccc(S(=O)(=O)N3CCOCC3)cc12
11	1	-17	13	-2	2	-2	3	-1.0	4	O=C(COn1nnc2ccccc21)N1CCN(Cc2ccccc2)CC1
12	17	-3	-6	-1	3	4	8	-4.5	-8	COc1ccc(CNC(=O)C(c2ccccc2F)N(C(=O)c2csnn2)C2CC2)cc1 (configuration not stated)
13	1	0	6	6	-9	-3	-3	1.4	4	CCOC(=O)C1(Cc2cccc(OC)c2)CCCN(Cc2ccc(NC(C)=O)cc2)C1 (configuration not stated)
14	0	5	7	10	-10	2	-12	-1.6	25*	Cc1ccc2c(C(=O)CN3CCOCC3)c(C)[nH]c2c1
15	1	5	1	-2	6	1	21	0.6	-4	C[C@H](CO)N1C[C@H](C)[C@@H](CN(C)Cc2ccccc2)OCc2cnnn2CCCC1=O
16	1	-1	4	10	-5	-1	-2	-0.9	4	COC(=O)[C@H](CCSC)NC(=O)Nc1ccc(OC)cc1
17	0	-25	12	1	-20	-2	-5	-4.0	-4	CCOC(=O)C1=C(CP(=O)(c2ccccc2)c2ccccc2)NC(=O)NC1c1ccc(OC)cc1 (configuration not stated)
18	1	-2	4	-3	-10	-3	2	0.0	-5	Cc1c(C(=O)NCC2CCCO2)oc2ccc(Br)cc12 (configuration not stated)
19	1	14	3	13	9	2	7	0.5	1	O=C1Nc2ccccc2C(=O)C1(Cl)Cc1ccccc1 (configuration not stated)
20	1	17	-1	-3	-10	-5	4	-1.4	0	CCCN(c1ccccc1C(=O)O)S(=O)(=O)c1ccc2c(c1)n(C)c(=O)n2C
21	1	-44	5	0	9	1	3	2.1	-4	Cc1ccc2ccc3cccnc3c2n1
22	0	7	0	-3	-6	-1	5	-3.6	-2	Cc1cc(N/N=C/c2ccc(O)cc2O)c2ccccc2n1
23	0	7	9	0	-4	-3	-1	-0.9	0	C=CCn1c(SCC(=O)NC2CCCC2)nc2c([nH]c3ccccc32)c1=O
24	0	2	5	-10	-8	-5	4	1.0	0	NNC(=S)NCc1ccccc1
25	0	-6	11	-1	7	1	-14	0.3	4	CC(C(=O)O)c1n[nH]c(=O)c2ccccc12 (configuration not stated)
26	1	35	11	0	6	-2	0	-2.4	3	O=C1CS(=O)CN1c1ccc(Oc2ccccc2)cc1 (configuration not stated)
27	3	-9	-2	6	4	4	-4	-1.4	-2	O=S(=O)(Nc1ccc(-n2cnnn2)cc1)c1cccc(F)c1
28	2	9	9	7	-3	-4	-1	-1.2	1	CC(OC(=O)c1ccc(Cl)cc1)C(=O)NCc1ccc2c(c1)OCO2 (configuration not stated)
29	1	2	2	-4	-12	-4	6	0.5	-2	CCCN(CCC)Cc1c(C(=O)N/N=C/c2cccs2)nnn1-c1nonc1N
30	1	-28	8	7	-13	-2	4	-0.7	4	O=C1C2C(C(=O)N1c1nccs1)C1C=CC2C12CC2 (configuration not stated)

CHRM5 PAM: what is marked active above
nr	M4 ag	CRFR2-BP antag	M1 PAM	M4 PAM	CHRM4 antagonist	CHRM5 agonist	CHRM5 antagonist	CRFR2-BP ag	CHRM5 PAM	canonical_smiles
14	0	5	7	10	-10	2	-12	-1.6	25*	Cc1ccc2c(C(=O)CN3CCOCC3)c(C)[nH]c2c1

Given bar-delimited: 4 of the compounds above.
item | SMILES | M4 ag | CRFR2-BP antag | M1 PAM | M4 PAM | CHRM4 antagonist | CHRM5 agonist | CHRM5 antagonist | CRFR2-BP ag | CHRM5 PAM
23 | C=CCn1c(SCC(=O)NC2CCCC2)nc2c([nH]c3ccccc32)c1=O | 0 | 7 | 9 | 0 | -4 | -3 | -1 | -0.9 | 0
24 | NNC(=S)NCc1ccccc1 | 0 | 2 | 5 | -10 | -8 | -5 | 4 | 1.0 | 0
25 | CC(C(=O)O)c1n[nH]c(=O)c2ccccc12 (configuration not stated) | 0 | -6 | 11 | -1 | 7 | 1 | -14 | 0.3 | 4
26 | O=C1CS(=O)CN1c1ccc(Oc2ccccc2)cc1 (configuration not stated) | 1 | 35 | 11 | 0 | 6 | -2 | 0 | -2.4 | 3

Values by screen from the entries so far:
Entries 22–30 in CHRM4 antagonist, in turn: -6, -4, -8, 7, 6, 4, -3, -12, -13

(more compounds)
nr	M4 ag	CRFR2-BP antag	M1 PAM	M4 PAM	CHRM4 antagonist	CHRM5 agonist	CHRM5 antagonist	CRFR2-BP ag	CHRM5 PAM	canonical_smiles
31	0	-3	-5	-7	2	-3	10	-0.7	-4	O=C(N=Nc1c(O)[nH]c2ccc([N+](=O)[O-])cc12)c1ccccc1Cl
32	-1	-13	0	-11	8	-3	3	-0.5	-4	O=c1c2ccccc2nc(-c2ccccc2)n1Cc1ccccc1
33	5	37	0	0	-11	3	4	0.0	-11	Cc1ccccc1NC(=S)NC(NC(=O)C(C)(C)C)C(Cl)(Cl)Cl (configuration not stated)
34	3	16	2	2	0	-1	-3	-1.5	2	CC(C)CC(C(=O)NC1CCCC1)N(Cc1ccc2c(c1)OCO2)C(=O)c1snc(C(N)=O)c1N (configuration not stated)
35	1	0	5	1	-5	-1	-1	0.4	-5	CCN1CCN(C(=S)Nc2ccc3nc(N4CCN(CC)CC4)cc(C)c3c2)CC1
36	1	-17	5	8	-6	-3	5	2.0	-1	COc1cccc(NC(=O)CSc2nnc(NC(=O)c3ccco3)s2)c1
37	1	4	8	11	-1	4	-1	0.4	0	CC(C)(C)c1ccc(OCC(=O)N/N=C/c2cc(Br)ccc2OC(=O)c2ccco2)cc1
38	2	11	8	-11	0	0	1	0.4	-2	COc1ccc(O)c(/C=N/NC(=S)Nc2cccnc2)c1
39	0	-15	6	3	7	1	3	-0.9	-1	O=C(COc1ccc2ccc(=O)oc2c1)N1CC[C@@]2(O)CCCC[C@H]2C1
40	1	1	5	3	-4	-2	5	0.0	6	COc1ccccc1C(=O)O/N=C(\c1ccccc1)c1ccncc1
41	36*	-17	-12	-7	-3	36*	12	53*	-12	COc1cc(-c2noc(C)c2-c2ccc(N(C)C)nc2)cc(OC)c1OC
42	5	41	-2	3	-7	-2	6	-3.3	-8	COC(=O)Nc1nc(-c2ccccc2)c(C(=O)c2ccccc2)s1
43	1	-1	4	11	4	0	-2	0.3	-2	Cc1cccc(N2C(=O)CC(SC(=Nc3ccccc3)Nc3ccccc3)C2=O)c1 (configuration not stated)
44	nt	-14	16	7	-9	-3	-6	3.5	3	Cc1sc2ncnc(N3CCC(C(=O)Nc4nc5ccc(Cl)cc5s4)CC3)c2c1C
45	1	-14	17	3	-14	1	-2	-0.1	-1	O=C1CC[C@@]23CCCN2C(=O)CCCC3C1 (some centres not stated)
46	2	-5	5	8	-10	-5	-4	-0.5	2	Cc1ncoc1C(=O)NC1CC(C)(C)Cc2c1cnn2-c1ccccc1 (configuration not stated)
47	2	-4	4	-2	0	2	2	1.4	-5	CC(=O)C1=C(O)C(=O)N(CCC(=O)O)C1c1ccc(Cl)cc1Cl (configuration not stated)
48	0	-4	6	2	-4	-1	1	-0.9	15	c1csc(-c2noc(CN3CCOCC3)n2)c1
49	-1	-4	4	-4	2	-2	10	-1.0	-1	O=C(CN(C(=O)CCC(=O)Nc1nccs1)c1ccc(F)cc1)NCc1ccc2c(c1)OCO2
50	0	6	0	-1	-4	3	-2	1.4	3	CCN1C[C@@H]2[C@@H]3C(=O)N(C)C(=O)[C@@H]3[C@](C)(C1=O)N2C(=O)c1ccccc1
51	2	8	-16	-17	-5	-13	13	-0.4	1	COc1ccc(Cl)cc1NC(=O)CNc1ccccc1CN(C)C1CCCCC1
52	1	6	11	-3	1	-8	2	-0.6	-3	O=C(NC1CCCN(Cc2ccc(Cl)cc2)C1)C1CCC1 (configuration not stated)
53	0	-6	-1	13	2	-2	18	2.3	-7	CCOC(=O)c1sc2nccc(OC)c2c1N=CNOC
54	2	2	-25	-16	25	-9	9	0.8	-12	Brc1cccc(OCCCN2CCCCCC2)c1
55	1	-42	15	6	2	0	3	1.4	-1	Cc1c(Cl)cccc1NC(=O)Nc1ccc(C(N)=O)cc1
56	0	59*	14	14	-1	4	11	-0.9	-2	Cc1ccc(NC(=O)COC(=O)CCC(=O)c2cccs2)c(Br)c1
57	1	11	8	1	-2	-10	-18	-2.4	7	CCOC(=O)C1(CC2CCCCO2)CCN(C2CCSCC2)CC1 (configuration not stated)
58	4	-1	4	14	-25	-1	-2	-1.0	-3	COc1ccc(CC(=O)N(C)CC(=O)Nc2ccccc2Cl)cc1S(=O)(=O)N1CCOCC1
59	2	-11	10	-9	8	1	14	-0.8	4	COc1cc(C2NC(=O)NC(C)=C2C(=O)OCC2CCCCC2)cc(Cl)c1O (configuration not stated)
60	0	20	2	-4	10	-6	-1	4.7	1	O=C(CCCc1nc2ccccc2s1)NC(c1ccccc1)c1ccccc1

Given with bars between the fields: entries from further up
entry | molecule | M4 ag | CRFR2-BP antag | M1 PAM | M4 PAM | CHRM4 antagonist | CHRM5 agonist | CHRM5 antagonist | CRFR2-BP ag | CHRM5 PAM
53 | CCOC(=O)c1sc2nccc(OC)c2c1N=CNOC | 0 | -6 | -1 | 13 | 2 | -2 | 18 | 2.3 | -7
54 | Brc1cccc(OCCCN2CCCCCC2)c1 | 2 | 2 | -25 | -16 | 25 | -9 | 9 | 0.8 | -12
55 | Cc1c(Cl)cccc1NC(=O)Nc1ccc(C(N)=O)cc1 | 1 | -42 | 15 | 6 | 2 | 0 | 3 | 1.4 | -1
56 | Cc1ccc(NC(=O)COC(=O)CCC(=O)c2cccs2)c(Br)c1 | 0 | 59* | 14 | 14 | -1 | 4 | 11 | -0.9 | -2

Screening data as filed in PubChem BioAssay.
